TDP-43 yeast inh – rescues yeast growth from TDP-43 toxicity; hit rate 1.8% among 410,000; TDP-43 expressing yeast growth rescue, BacTiter-Glo, 24 h; Potency, µM (titrated, usually from 46.1 µM), inactives show at the highest dose growth rescue (activation), usual class: activators; also: potency is read from the fitted curve at half-maximal effect; % of control where 0% means no effect; nearly all actives have a fitted effect of over 50% in size
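Yeast expressing TDP-43 (pregrown in raffinose, seeded at OD600=0.02 in galactose medium) exposed to compounds 24 hr at 30 deg C. Growth read by BacTiter-Glo luminescence; rescue of toxicity appears as increased signal.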
GLP1R ag – agonists of human GLP-1 receptor. hit rate 0.007% among 380,000. Potency, µM (top dose mostly 45.6 µM), for the others: at the highest dose activation, hits mostly activators. HEK293 GLP-1R CRE-luciferase, luminescence, 4-6 h; cells express a hypersensitive GLP-1R form. P43220. AID 624172; also: potency is read from the fitted curve at half-maximal effect; % of control where 0% means no effect
Abeta rescue – A-beta toxicity reversal in yeast | yeast expressing A-beta42, growth rescue, OD600, 48 h; response scale: 0% DMSO, 100% iron-clioquinol control | Potency, µM (titrated, usually from 46.1 µM), for inactives: at the highest dose growth rescue, actives largely listed as activators | hit rate 0.063% among 410,000 | AID 1347071; also: potency is read from the fitted curve at half-maximal effect; nearly all actives have a fitted effect of over 55% in size
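Yeast growth medium received pinned compounds, then yeast cells expressing toxic A-beta were added; plates incubated at 30 C for 48 hr. Growth read as absorbance at 600 nm, normalized to DMSO and equimolar FeCl3 plus clioquinol controls.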
GLP-1R inv ag – inverse agonists of human GLP-1 receptor; hit rate 1.6% among 410,000; HEK293 GLP-1R CRE-luciferase, luminescence, 24 h; GLP-1R form is constitutively active; AID 624417; P43220; Potency, µM (doses to about 38.3 µM), inactives show at the top dose activity change, negative = inhibition, actives largely listed as inhibitors; also: potency is read from the fitted curve at half-maximal effect; % is scaled to controls: 0 for no effect and ±100 for the full control effect; nearly all actives have a fitted effect of over 55% in size
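Cells are plated, allowed 12 hours at 37 deg C, then treated with compounds for 24 hr before luciferase detection reagent is added and luminescence is read after 12 min at room temperature. The HEK293 line carries constitutively active GLP-1R with a cAMP-responsive reporter.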
aSyn yeast inh – alpha-synuclein toxicity inhibition in yeast. Yeast expressing alpha-synuclein, growth rescue, BacTiter-Glo, 24 h. Potency, µM (doses to about 46.1 µM), inactives show top-dose growth rescue (activation), usual class: activators. hit rate 0.14% among 370,000. AID 652106; also: potency is read from the fitted curve at half-maximal effect; % of control where 0% means no effect; nearly all actives have a fitted effect of over 65% in size
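Rescue of yeast growth: cells expressing toxic alpha-synuclein, induced in galactose at OD600 0.02, incubated with compound 24 h at 30 C. ATP luminescence quantified growth; inhibitors of toxicity appear as activators.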
FUS yeast rescue – FUS proteinopathy suppression in yeast; Potency, µM (series often up to 76.6 µM), for the others: top-dose growth rescue (activation), most hits filed as activators; hit rate 0.24% among 390,000; S. cerevisiae FUS-expressing, growth rescue, OD600, 24 h; AID 1347120;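 also: potency is read from the fitted curve at half-maximal effect; plate controls were DMSO vehicle for no effect and reference control for full effect; nearly all actives have a fitted effect of over 55% in size; some results filed as inactive show a strong effect at the top dose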
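Quantitative HTS measuring growth restoration of FUS-toxic yeast. Galactose-induced cells (OD 0.005) were exposed 24hr at 30C to compounds at several concentrations, then absorbance at 600 nm was recorded.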
PTHR1 agonist – agonists of human PTHR1 parathyroid hormone receptor | HEK293 GP2 PTHR1 cells, GloSensor cAMP luminescence, 1 h | Potency, µM (titrated, usually from 115 µM), for the others: at the top dose activation, hits mostly activators | hit rate 0.075% among 410,000; also: potency is read from the fitted curve at half-maximal effect; nearly all actives have a fitted effect of over 55% in size; some results filed as inactive show a strong effect at the top dose; inactives centre near -15; many of its hits are not listed in these tables
Target sequence (Q03431 whole entry, looked up): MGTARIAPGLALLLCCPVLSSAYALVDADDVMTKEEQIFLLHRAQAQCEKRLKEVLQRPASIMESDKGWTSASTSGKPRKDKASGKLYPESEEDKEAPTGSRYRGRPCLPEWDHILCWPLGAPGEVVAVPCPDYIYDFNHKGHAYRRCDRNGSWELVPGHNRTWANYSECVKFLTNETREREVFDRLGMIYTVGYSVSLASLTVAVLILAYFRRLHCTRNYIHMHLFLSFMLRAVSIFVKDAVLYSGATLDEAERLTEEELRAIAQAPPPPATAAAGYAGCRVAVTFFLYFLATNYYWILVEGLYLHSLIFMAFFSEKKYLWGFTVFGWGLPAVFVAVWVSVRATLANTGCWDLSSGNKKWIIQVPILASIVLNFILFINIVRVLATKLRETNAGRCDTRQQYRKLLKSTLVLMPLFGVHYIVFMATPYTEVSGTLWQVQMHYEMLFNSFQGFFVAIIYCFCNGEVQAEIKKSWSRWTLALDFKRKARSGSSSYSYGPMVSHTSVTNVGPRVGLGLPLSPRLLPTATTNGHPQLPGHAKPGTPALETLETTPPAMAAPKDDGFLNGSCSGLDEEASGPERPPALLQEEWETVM
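HEK-293-derived GP2 cells expressing PTHR1 and a GloSensor cAMP reporter, 3,000/well, plated overnight, given luciferin plus IBMX (each 0.5 mM as added) for 1 h at 37 °C, then compound for 1 h at 37 °C. Luminescence was read after 15 min at room temperature.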
pAkt inh – blocks phosphorylation of Akt | Neuro2A IGF-stimulated pAkt S473 HTRF, 20 min; stronger effect = lower value | hit rate 0.32% among 360,000 | activity change, % for hits at 50 µM; in the data active = activity change below about -80%; inconclusive = mostly about -51% to -80%; also: % is scaled to controls: 0 for no effect and ±100 for the full control effect
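Neuro2A cells in DMEM with 0.5% FBS, overnight at 37 deg C, given compound at single 50 µM final, then IGF (6 nM final) for 20 min at 37 deg C. Lysed; phospho-Akt Ser473 by HTRF after 24 h, 665/615 ratio.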
DRD3 antagonist – D3 dopamine receptor (human) antagonism; P35462; D3R cells, DiscoveRx beta-arrestin luminescence, antagonist mode; stronger effect = lower value; max response, negative = inhibition, %; hit rate 2.5% among 360,000; AID 652054; in the data active = max response below about -50%; inconclusive = no clear call, values can overlap the other calls; also: % is scaled to controls: 0 for no effect and ±100 for the full control effect; mostly tested at two doses, the higher about 12 µM
Target sequence (P35462 whole entry, looked up): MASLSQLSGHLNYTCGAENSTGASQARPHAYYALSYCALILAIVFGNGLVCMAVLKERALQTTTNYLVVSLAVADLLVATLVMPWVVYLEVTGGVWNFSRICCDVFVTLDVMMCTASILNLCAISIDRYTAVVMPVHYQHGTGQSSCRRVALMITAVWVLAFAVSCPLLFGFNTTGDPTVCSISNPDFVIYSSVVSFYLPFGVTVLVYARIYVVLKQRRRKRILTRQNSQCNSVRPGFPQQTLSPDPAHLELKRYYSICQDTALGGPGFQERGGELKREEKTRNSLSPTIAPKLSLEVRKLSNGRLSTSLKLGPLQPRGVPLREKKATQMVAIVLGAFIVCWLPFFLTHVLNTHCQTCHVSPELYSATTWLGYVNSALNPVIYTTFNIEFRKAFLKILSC
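Cells expressing the human receptor were seeded at 1500 cells/well, incubated overnight at 37 degrees C in 5% CO2, then exposed to library compounds with dopamine controls for 90 minutes at 37 degrees C before luminescent detection.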
An asterisk follows results filed as active; i = inactive; u = inconclusive; x = no result given; [ ] = remark or other dose. Unless noted, calls follow the shape of the dose curve; as a rule, active = well fitted curve in the direction sought with a large enough effect; inconclusive = small, poorly fitted or top-dose-only effect, or another doubt; inactive = no such curve, though single readings can be large; an effect the other way counts as inactive or inconclusive.

cpd | compound | TDP-43 yeast inh | GLP1R ag | Abeta rescue | GLP-1R inv ag | aSyn yeast inh | FUS yeast rescue | PTHR1 agonist | pAkt inh | DRD3 antagonist
1 | CCS(=O)(=O)N1CCN(C(=O)c2ccccc2[N+](=O)[O-])CC1 | -3% | 3% | -8% | 12% | 1% | -11% | i | i | 5
2 | Cc1nc2ccccc2c(=O)n1-c1ccc(F)c(NS(=O)(=O)c2ccccc2F)c1 | 0% | 2% | 12% | 1% | 5% | -1% | i | i | -2
3 | NS(=O)(=O)c1ccc(CCNC(=O)CSc2nc3ccccc3c(=O)n2CC2CCCO2)cc1 (stereo not given) | 10% | 6% | -13% | -2% | -3% | -10% | i | x | 1
4 | CNC(=S)N/N=C(\C)c1ccc2c(c1)OCO2 | 15% | 2% | u | 10µM* | 9% | -34% | i | i | -1
5 | CN(C)S(=O)(=O)c1cccc(NC(=O)c2ccc(NS(=O)(=O)c3cccs3)cc2)c1 | -27% | 0% | -11% | 0% | -4% | x | -86%[inhibitor] | i | 12
6 | CCNC(=O)N1CCC(c2nc3ccccc3s2)CC1 | -17% | 8% | -12% | -11% | 2% | 17% | -52%[inhibitor] | i | -17
7 | COc1cccc(CC(NC(C)=O)C(=O)NC2CCN(S(=O)(=O)c3cccc4ccccc34)CC2)c1 (stereo not given) | -13% | 2% | 3% | 8% | 2% | 3% | -12% | i | 13
8 | C[C@H]1CN([C@@H](C)CO)C(=O)c2cccc(NC(=O)C3CC3)c2O[C@H]1CN(C)C(=O)Nc1ccc2c(c1)OCO2 | -6% | 2% | -4% | 8% | 0% | -4% | -13% | i | 26
9 | CSCCC(=O)N(C)CC1CCCN(CCc2cccc(C(F)(F)F)c2)C1 (stereo not given) | 8% | -5% | 2% | -16% | -1% | -7% | i | i | -26
10 | COc1ccccc1C(=O)Nc1ccc2oc(-c3cccc(Cl)c3Cl)nc2c1 | -7% | x | -18% | -1% | x | -4% | u | x | x
11 | COc1ccc(NS(=O)(=O)c2cc3c(cc2C)N(C)CCO3)c(OC)c1 | 9% | -1% | -8% | -5% | 11% | -12% | -3% | i | -2
12 | O=C(Nc1cccc(Cl)c1)Nc1nnc(CC2=CCCCC2)s1 | 3% | -3% | -3% | u | -5% | 12% | -79%[inhibitor] | i | 14
13 | COc1ccc(C2=NOC(COc3ccc4c(C)cc(=O)oc4c3)C2)c(OC)c1 (stereo not given) | u | u | -21% | u | 18% | 21% | -16% | i | 2
14 | COC(=O)c1cn(C)c2ccc(S(=O)(=O)N3CCCC3)cc2c1=O | -10% | -10% | -4% | 2% | 0% | 5% | i | i | 9
15 | CC(C)c1ccc(CN2CC(C(=O)O)CC2=O)cc1 (stereo not given) | -12% | 4% | 0% | -2% | 1% | 21% | -4%[57.5 µM] | i | 18
16 | CC(C)CCn1c(SCCc2ccccc2)nc2c1c(=O)[nH]c(=O)n2C | 10% | 15% | 16% | 47%[activator] | 1% | -2% | i | i | 4
17 | Cc1ccc(/C=C(\C#N)c2nc(-c3ccc(-c4ccccc4)cc3)cs2)cc1 | 13% | x | -14% | 1% | x | -2% | -25% | x | x
18 | CCOc1ccccc1CNC(=O)c1cccn1-c1nnc(N2CCCC2)s1 | 7% | x | 0% | -13% | x | 16% | -2% | x | x
19 | CSc1ccccc1NC(=O)COC(=O)CCc1ccccc1 | 19% | 8% | 1% | 14% | -3% | -6% | -5% | i | -13
20 | Cc1ncoc1C(=O)N1CCCC(N2CCN(c3ccccc3F)CC2)C1 (stereo not given) | -19% | 0% | 7% | -23% | -1% | 2% | -8% | i | 17

Single records, from the list above. Order of screens: TDP-43 yeast inh, GLP1R ag, Abeta rescue, GLP-1R inv ag, aSyn yeast inh, FUS yeast rescue, PTHR1 agonist, pAkt inh, DRD3 antagonist
C[C@H]1CN([C@@H](C)CO)C(=O)c2cccc(NC(=O)C3CC3)c2O[C@H]1CN(C)C(=O)Nc1ccc2c(c1)OCO2 is listed as -6%, 2%, -4%, 8%, 0%, -4%, -13%, i, 26
COc1ccccc1C(=O)Nc1ccc2oc(-c3cccc(Cl)c3Cl)nc2c1 is listed as -7%, x, -18%, -1%, x, -4%, u, x, x
CCNC(=O)N1CCC(c2nc3ccccc3s2)CC1 is listed as -17%, 8%, -12%, -11%, 2%, 17%, -52%[inhibitor], i, -17
COC(=O)c1cn(C)c2ccc(S(=O)(=O)N3CCCC3)cc2c1=O is listed as -10%, -10%, -4%, 2%, 0%, 5%, i, i, 9

Continuation.
#	SMILES	TDP-43 yeast inh	GLP1R ag	Abeta rescue	GLP-1R inv ag	aSyn yeast inh	FUS yeast rescue	PTHR1 agonist	pAkt inh	DRD3 antagonist
21	CCC(C)(C)n1nnnc1CN1CCC(NC(=O)c2ccccc2C)CC1	-18%	-4%	13%	2%	1%	13%	0%[57.5 µM]	i	14
22	Cn1ncc(N=Cc2ccccc2[N+](=O)[O-])c1C(N)=O	14%	12%	-2%	35%[activator]	0%	-25%	-25%	i	2
23	COc1ccc(OC)c(S(=O)(=O)NCC(c2ccco2)N2CCc3ccccc3C2)c1 (stereo not given)	-6%	5%	-6%	u	-3%	7%	-17%	i	u
24	O=C(O)c1cc(NC(=O)c2cccc(C(=O)Nc3cc(C(=O)O)cc(C(=O)O)c3)c2)cc(C(=O)O)c1	-3%	-6%	11%	17%	-2%	-6%	u	i	-9
25	CCOC(=O)Cc1nnc(NC(=O)CSc2ccc(C)cc2)s1	7%	-3%	-8%	6%	2%	4%	i	i	27
26	O=C(Nc1ccnn1C1CCN(Cc2ccc(CO)o2)CC1)c1ccccc1Cl	8%	-6%	3%	14%	-1%	x	-23%	i	7
27	CC(=O)Nc1ccccc1OCC(=O)NCC(F)(F)F	15%	0%	2%	-9%	1%	-32%	i	i	-9
28	C/C=C/c1ccc(OCC(=O)Nc2ccc(C(N)=O)cc2)c(OC)c1	18%	20%	-5%	8%	2%	11%	-15%	i	7
29	CN(C(=O)COc1ccccc1)c1nnc(-c2ccncc2)s1	-3%	0%	-3%	22%	-4%	-7%	i	i	5
30	COc1cc(C(C)=O)ccc1OCC(O)CN(CCO)Cc1ccccc1 (stereo not given)	10%	1%	7%	-1%	-5%	-31%	i	i	1
31	CC(C)Cc1ccc(C(C)C(=O)Nc2cccnc2)cc1 (stereo not given)	-13%	-7%	19%	7.9µM*	u	10%	-33%[inhibitor]	i	28
32	COc1ccccc1OCc1nc(C#N)c(N2CCC(C(N)=O)CC2)o1	-10%	-5%	-1%	1%	-5%	10%	-4%[57.5 µM]	i	14
33	O=C(NCc1ccccc1)N1CCOc2ccccc21	19%	0%	-8%	3%	0%	-20%	i	i	-15
34	CCOc1cccc(CN2CCCC(CCC(=O)NCc3ccccc3F)C2)c1O (stereo not given)	24%	1%	-5%	6%	-1%	5%	i	i	1
35	CCCc1cc(C(=O)N2CCCC(N3CCN(c4ccccc4F)CC3)C2)n(C)n1 (stereo not given)	-5%	0%	-8%	-16%	0%	x	i	i	6
36	O=C(c1cc2ccccc2oc1=O)N(Cc1ccco1)C1CCS(=O)(=O)C1 (stereo not given)	-1%	4%	-1%	18%	-6%	u	-9%[57.5 µM]	i	11
37	Nc1ccc(-c2ccc(N)c(C(=O)O)c2)cc1C(=O)O	-20%	-2%	3%	3%	-6%	-8%	4%	i	-11
38	CCN(CC)C(=O)c1sc2c(c1C)c(=O)n(-c1ccccc1)c(=O)n2CC(=O)N(CC)c1cccc(C)c1	20%	x	10%	-1%	x	-8%	-2%	x	x
39	CC[C@H](C)[C@H]1CNC(=O)C(=O)N1CC1CCN(CC2CCC(C)CC2)CC1 (stereo not given in full)	-22%	-3%	-9%	-11%	-7%	-17%	19%	i	-3
40	CCOC(=O)c1cccc(NC(=O)CSc2nc3ccccc3c(=O)n2CCOC)c1	0%	3%	10%	0%	4%	9%	-8%[57.5 µM]	i	34
41	O=C(CSc1ccc(Cl)cc1)NC1CCCC1	19%	-5%	-2%	0%	1%	3%	-8%[57.5 µM]	i	11
42	COc1ccc(C2=C/C(=C/c3cccnc3)C(=O)O2)cc1OC	-13%[0.397 µM]	13%	7%	16%	-8%	1%	i	i	-7
43	CSc1ncnc2c1ccn2CC(=O)Nc1ccc(C)c(C)c1	22%	4%	-1%	-3%	2%	-24%	-19%	i	-12
44	Cc1ccc(C(=O)OCC(=O)NC(C)c2ccccc2)s1 (stereo not given)	2%	6%	-2%	-12%	0%	26%	0%	i	3
45	Cc1cccc(C)c1NC(=O)C(c1ccc(C(F)(F)F)cc1)n1c(=O)c(-c2cc3ccccc3[nH]2)nc2ccccc21 (stereo not given)	u	x	u	u	u	36%	i	i	21
46	Cc1cc(OCC(=O)OCC(=O)NCc2ccc3c(c2)OCO3)ccc1Cl	6%	5%	-3%	5%	1%	16%	-11%	i	-14
47	CC(C)C[C@H](NC(=O)N1CC(=O)Nc2ccccc21)C(=O)N[C@H](Cc1ccccc1)C(=O)O	24%	13%	-12%	6%	-4%	-1%	-20%	i	-14
48	Cc1ccc(OCCCCNC(C)c2ccccc2)c(C)c1 (stereo not given)	-3%	7%	-16%	u	4%	9%	-2%	i	7
49	Cc1cccn2c(=O)nc(SCC(=O)NCc3ccccc3)nc12	-17%	11%	-7%	4%	8%	-13%	i	i	-10

From PubChem

Not all compounds are listed; rates above refer to the full screens.
